M1 ag: human M1 muscarinic receptor agonism; P11229; CHO-K1 hM1, Fluo-8 calcium fluorescence, agonist mode; 0% DMSO, 100% acetylcholine EC100; activation, % at 3 µM; hit rate 0.33% among 360,000; AID 588814;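 active = activation above the run's mean compound activation plus 3 SD, cut at about 16% in these data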;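 note: peak over basal fluorescence ratio within a 140 s kinetic read after compound addition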
Target sequence (P11229 whole entry, looked up): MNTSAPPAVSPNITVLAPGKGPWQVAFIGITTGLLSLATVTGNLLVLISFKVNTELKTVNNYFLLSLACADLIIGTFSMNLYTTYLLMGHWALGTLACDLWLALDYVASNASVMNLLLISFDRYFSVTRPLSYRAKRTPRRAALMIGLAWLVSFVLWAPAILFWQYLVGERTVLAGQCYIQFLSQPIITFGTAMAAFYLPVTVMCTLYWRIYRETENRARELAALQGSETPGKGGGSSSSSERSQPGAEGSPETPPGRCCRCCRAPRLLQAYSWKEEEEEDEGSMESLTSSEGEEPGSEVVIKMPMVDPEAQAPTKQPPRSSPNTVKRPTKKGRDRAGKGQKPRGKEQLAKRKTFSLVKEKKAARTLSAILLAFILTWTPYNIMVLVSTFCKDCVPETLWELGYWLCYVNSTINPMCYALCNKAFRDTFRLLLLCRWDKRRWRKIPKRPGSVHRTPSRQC
CHRM1 antagonist: antagonists of human M1 muscarinic receptor. P11229. CHO-K1 hM1, Fluo-8 calcium fluorescence, ACh EC80 antagonist. inhibition, % at 3 µM. hit rate 1.3% among 360,000. AID 588852;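 active = percent inhibition above its own plate's cutoff, namely the mean of that plate's compound wells plus 3 SD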;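 note: peak over basal fluorescence ratio during 140 s after agonist addition; 0% = ACh EC80 plus DMSO and 100% = DMSO alone without agonist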
OXTR agonist: activates the human oxytocin receptor. CHO-OTR cells, Fluo-8 calcium fluorescence; normalized: DMSO 0%, oxytocin 100%. activation, % at 3 µM. hit rate 0.32% among 320,000. AID 2435;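 active = activation above the mean of all tested compounds plus 3 SD, cutoff set per screening run, cut at about 20% in these data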;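 note: peak over basal fluorescence ratio from a 100 s FLIPR kinetic read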
M1 PAM: human CHRM1 positive allosteric modulation; P11229; CHO-K1 hM1, Fluo-8 calcium fluorescence, ACh EC20; 0% = ACh EC20, 100% = maximal ACh; activation, % at 3 µM; hit rate 0.088% among 360,000; AID 588819; in the data active = activation above about 19%, passing the limit was not always enough
V1aR counter: V1a receptor agonism, counter-screen for OXTR agonists. P37288. CHO-V1R cells, Fluo-8 calcium fluorescence, agonist mode; 0% DMSO, 100% 3 nM vasopressin. activation, % at 3 µM. hit rate 0.25% among 320,000. AID 2797;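 active = activation above the mean activation of all tested compounds plus 3 SD, per screening run, cut at about 20% in these data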;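 note: signal is peak over basal fluorescence ratio across a 100 second FLIPR read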
Target sequence (P37288 whole entry, looked up): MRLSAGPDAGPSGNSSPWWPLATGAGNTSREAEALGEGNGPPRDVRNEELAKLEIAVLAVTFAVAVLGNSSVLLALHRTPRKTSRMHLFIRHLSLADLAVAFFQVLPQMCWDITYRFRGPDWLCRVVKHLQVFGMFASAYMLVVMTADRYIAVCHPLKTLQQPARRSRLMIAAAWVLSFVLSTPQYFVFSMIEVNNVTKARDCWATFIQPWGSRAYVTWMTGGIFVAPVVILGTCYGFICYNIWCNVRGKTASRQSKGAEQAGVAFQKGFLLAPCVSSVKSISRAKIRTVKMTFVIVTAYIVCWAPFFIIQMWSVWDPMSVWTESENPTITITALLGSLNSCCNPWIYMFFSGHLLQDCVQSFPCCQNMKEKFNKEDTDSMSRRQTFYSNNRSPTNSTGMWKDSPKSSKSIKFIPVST
TAAR1 agonist: agonists of human TAAR1; CHO RD-HGA16 TAAR1, Fluo-8 calcium fluorescence; vehicle wells 0%, saturating PEA agonist 100%; activation, % at 3 µM; hit rate 0.99% among 360,000; AID 624467;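 active = activation above the mean activation of all test compounds in the run plus 3 SD, cut at about 38% in these data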
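test system = CHO RD-HGA16 cells carrying human TAAR1 plus Gα16 | schedule = 17-24 h seeding, 75 min 37 °C dye, 30 min RT | compound dosing = 3 µM single concentration | control set = DMSO and PEA EC100 | replicates = n 1 | signal = Fluo-8 fluorescence, 5 s baseline then 140 s kinetic read | measure = percent activation vs PEA EC100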
TAAR1 antag: antagonists of human TAAR1; CHO RD-HGA16 TAAR1, Fluo-8 calcium fluorescence, antagonist; hit rate 1.5% among 360,000; inhibition, % at 3 µM; Q96RJ0; AID 624466;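 active = inhibition above a per-plate cutoff, the mean inhibition of test compounds on that plate plus 3 SD, cut at about 49% in these data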;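 note: 0% = DMSO plus EC80 beta-PEA response and 100% = DMSO alone without agonist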
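System: RD-HGA16 CHO cells with stable hTAAR1 and Gα16 | Probe or stimulus: EC80 β-phenethylamine stimulus | Dosing: 3 µM, single point | Times: Dye loading 75 min at 37 °C, then 30 min room temperature | Measured by: Fluo-8 calcium-sensitive fluorescence | Read-out basis: % inhibition of agonist calcium response | Replicates: n of 1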
CHO parental Ca: signal in parental CHO cells, OX1R antagonist counter-screen; inhibition, % at 5.6 µM; hit rate 0.63% among 330,000; parental CHO-K1, ATP-induced calcium, Fluo-8 fluorescence; AID 463079;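 active = inhibition above that plate's mean sample inhibition plus 3 SD, cut at about 26% in these data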;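 note: 0% = ATP-challenged DMSO wells and 100% = DMSO wells without ATP; some compounds past the cut are filed as inactive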
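Material – parental CHO cells · Reagent – ATP stimulus · Compound – single nominal dose of 5.6 µM per compound · Detection – Fluo-8 fluorescence · Read-out basis – percent inhibition of calcium signal · Controls – ATP-challenged DMSO wells low, unchallenged DMSO wells high · Repeats – no replicates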
OXTR potentiator: human OXTR potentiation | activation, % at 3 µM | P30559 | CHO-OTR cells, Fluo-8 calcium fluorescence, potentiator mode; 0% = oxytocin EC15, 100% = EC100 | hit rate 0.061% among 320,000;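 active = activation above that plate's cutoff, the mean activation of tested compounds plus 3 SD, cut at about 6.6% in these data, passing the limit was not always enough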;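 note: 100% uses oxytocin at 75 nM as the full agonist control; some results filed as inactive read as strong as hits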
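Material: CHO-OTR cells, human receptor; compound dosing: single dose, 3.0 µM nominal final compound concentration; schedule: 6 min compound pre-incubation at room temperature, 100 s kinetic read; measured by: kinetic Fluo-8 calcium fluorescence; read-out basis: % activation vs EC15 and EC100 oxytocin; controls: EC15 oxytocin alone as 0%, 75 nM oxytocin as 100%; replicates: singlicate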
An asterisk follows results filed as active; / = no result given. Outcome played no part in choosing rows. Share with any hit: about 3.7%.

SMILES	M1 ag	CHRM1 antagonist	OXTR agonist	M1 PAM	V1aR counter	TAAR1 agonist	TAAR1 antag	CHO parental Ca	OXTR potentiator
CCCn1nc(NC(=O)c2ccco2)c2cc3ccc(C)cc3nc21	-4	-2	-2.5	3	-1.1	5	17	-21	2
C(=C\c1nc2ccccc2[nH]1)/c1ccccc1	-3	-15	-1.2	11	0.0	27	3	-21	-12
CCc1ccccc1NS(=O)(=O)c1cccc2nsnc12	-7	-8	-1.6	11	-0.7	-2	5	-3	-12
COc1ccc(COCC(CC(C)C)N2CCN(C(=O)c3cccc(C(F)(F)F)c3)CCC2=O)cc1 (stereo not given)	1	2	-1.4	15	-0.7	13	13	-19	-11
Cc1c(Br)cc(C(=O)N2CCN(CCO)CC2)c(C)c1C	-3	-17	0.3	10	-0.1	8	3	-2	-2
Cc1cc(C)nc(NC(=O)c2cccs2)n1	-2	-10	0.7	7	-0.3	0	-12	-6	0
O=C1CC(N2CCN(Cc3ccc4c(c3)OCO4)CC2)C(=O)N1c1ccccc1 (stereo not given)	-7	4	0.4	-5	0.9	/	/	-19	1
CCN(CC)c1ccc(C2C3CCCCC3(O)CCN2CC(=O)Nc2ccccc2)cc1 (stereo not given)	-4	9	-2.7	-6	-1.0	5	17	-17	-1
CCC(NC(=O)c1cc(COc2ccc(F)c(F)c2)on1)c1ccncc1 (stereo not given)	4	-2	/	0	/	16	1	/	/
Cn1nccc1C(=O)N/N=C/c1ccccc1[N+](=O)[O-]	-1	-5	-1.1	1	-1.3	0	-3	1	-5
COc1cc(-c2coc3c(C(=O)NCc4ccncc4)cccc23)ccc1O	4	-4	/	-4	/	12	29	/	/
COc1cc(/C=N/N2CCCCC2)cc(OC)c1O	15	-5	-0.9	7	-0.8	0	-11	5	0
Nc1ccn(C2OC(CO)C(O)C2F)c(=O)n1 (stereo not given)	-2	-2	/	0	/	3	-19	/	/
CCOc1ccc(NC(=O)CSc2nc3cccnc3n2CC)cc1	-3	-6	/	8	/	8	0	/	/
CCN(C(=O)COc1ccc(F)cc1Br)c1c(N)n(Cc2ccccc2)c(=O)[nH]c1=O	-2	-6	-0.5	5	-0.2	0	-26	-1	-2
O=C(COC(=O)COc1ccc(Cl)cc1Br)NC1CCCCCC1	-2	-7	-2.1	4	1.1	1	8	-15	-9
CN(C)c1nc(NCc2ccccc2)nc(N/N=C/c2ccc3c(c2)OCO3)n1	-10	-4	-1.6	2	-0.2	3	-21	-21	-11
COCCN(C(=S)Nc1cccc(C)c1)C(C)c1cccnc1 (stereo not given)	-1	-17	0.3	11	1.0	-1	-12	6	-13
Cc1cc(C)cc(OC(=O)c2cccnc2)c1	-4	-6	-1.8	3	-0.2	5	-16	-1	2
Cc1nn(CCC#N)c(NC(=O)c2ccccc2)c1P(=O)(Nc1ccc(Br)cc1)N1CCOCC1 (stereo not given)	0	-12	0.1	8	3.0	11	-3	-19	3
COc1ccc(OC)c(NS(=O)(=O)c2cccs2)c1	-3	8	0.1	-6	0.2	5	7	-6	-7
Cc1sc2c(c1C)C(=O)NC(c1ccccc1F)N2 (stereo not given)	-1	15	1.3	-9	0.9	1	-12	-17	-11
CCN(C(=O)CSc1nnc(-c2ccccc2)n1C)C1CCS(=O)(=O)C1 (stereo not given)	-5	2	-0.7	5	0.3	8	7	-10	-2
COc1cc(OC)cc(C(=O)NCC2CCCN(C(=O)c3oc(C)cc3C)C2)c1 (stereo not given)	2	5	-0.3	0	-0.1	-1	14	-2	7
CC1CCCCC12NC(=O)N(CC(=O)N1CCN(c3ncccn3)CC1)C2=O (stereo not given)	-4	-7	0.3	8	0.0	-3	-19	-2	1
Cc1ccc2[nH]c(=O)c(CN(Cc3ccco3)C(=O)c3ccncc3)cc2c1	-3	-11	-0.2	4	2.0	4	-5	-9	-2
COc1ccc2ccccc2c1/C=N/Nc1ccc(Cl)c(C(=O)O)c1	-4	-15	-0.5	15	-0.8	-2	0	-1	-15
CCOc1ccc(NC(=O)CCNS(=O)(=O)c2ccc3c(c2)CC(C)N3C(C)=O)cc1 (stereo not given)	-1	1	-0.2	2	0.2	1	-12	-10	-6
CNC(=O)NC(=S)NC(=O)c1ccc(OC)cc1	-3	1	-0.7	6	0.8	8	11	-5	-5
Nc1cc(=O)[nH]c(N2CCN(c3ccccc3)CC2)n1	-7	-10	1.4	10	0.8	6	-3	2	-7
COc1ccc(NC(=S)NNC(=O)c2ccccc2OC(F)F)cc1	-4	7	0.5	-2	-0.1	4	-6	-2	4
CCc1ccc(NC(=O)c2cc(S(=O)(=O)N3CCCC3)c[nH]2)cc1	-9	4	-0.4	-12	2.0	/	/	-13	-6
CCCN(CC(=O)Nc1ccccc1OC)C(=O)c1ccc(S(=O)(=O)Nc2ccccc2)cc1	0	-6	1.8	4	2.4	8	15	1	-15
N=C1C(c2nc3ccccc3s2)=C(O)CN1Cc1ccco1	-2	-3	-0.5	2	0.2	2	-5	-8	-4
Cc1ccc(CNS(=O)(=O)c2ccc(-n3cccn3)cc2)cc1	0	2	/	-4	/	0	-3	/	/
CCOC(=O)N1CCN(C(=O)c2ccc(-n3c(=S)[nH]c4ccccc4c3=O)cc2)CC1	0	-21	0.2	12	0.0	3	-21	-15	-6
O=C(COC(=O)c1ccc(O)cc1)Nc1cc(C(F)(F)F)ccc1Cl	7	1	10	7	8.8	38*	4	-5	-9
CCN1C(Nc2ccccc2)=NC[C@@H]1CC(C)C	-11	9	-0.6	-4	0.4	9	-11	-16	-8
N#C/C(=C/c1cccs1)c1ccccn1	-5	-15	-1.9	9	-0.8	0	3	-4	-6
CCOc1ccc(CCNS(=O)(=O)c2ccc3c(c2)NC(=O)CC(=O)N3)cc1OCC	-7	1	0.2	1	-1.9	11	13	-18	-2
CCc1cccc(OCC(=O)Nc2cc(S(=O)(=O)N3CCOCC3)ccc2N2CCCC2)c1	-4	23	-1.4	-9	-1.8	-1	1	-19	-7
Cc1cc(C)nc(SCC(=O)Nc2ccccc2[N+](=O)[O-])n1	-5	-8	-1.2	8	-0.6	4	15	-13	-7
CCC(CO)Nc1ccc(-c2nn(C)c(=O)c3ccccc23)cc1[N+](=O)[O-] (stereo not given)	-9	1	-0.6	0	1.1	0	3	-19	-12
CC(=O)c1cc(F)ccc1OCC(=O)Nc1ccc2c(c1)OCO2	-7	4	-1.5	0	-0.8	3	12	-7	-9
Cc1ccc(C(=O)COC(=O)CNC(=O)CNC(=O)c2ccc(C)cc2)cc1	-5	-2	-0.8	-1	-0.2	-1	-10	-16	8
Brc1cc(Br)c(Oc2cc(Br)c(Br)cc2Br)cc1Br	0	-15	-0.4	9	-0.5	0	-5	-6	-3
O=S(=O)(NCc1ccncc1)c1ccc(S(=O)(=O)NCC2CCCO2)cc1 (stereo not given)	-6	-10	0.5	7	-0.2	8	-18	7	2
CCc1ccc2[nH]c3nc(SCC(=O)NCC4CCCO4)nnc3c2c1 (stereo not given)	-10	-21	/	20	/	0	-1	/	/
Cc1c(C(=O)N2CCc3ccccc3C2)oc2ccc(Br)cc12	-3	-4	-1.2	4	-0.7	-1	-39	-25	1
COc1ccc(CCNC(=O)c2ccc3c(=O)n(Cc4ccco4)c(=S)[nH]c3c2)cc1OC	-5	-3	-0.2	-1	1.5	4	-9	-11	5
O=C1CC(c2ccccc2)CC2=C1C=Nc1ccccc1N2 (stereo not given)	1	-6	6.6	3	2.3	2	-2	-9	-5
Cc1nnc(NC(=O)C(C)Sc2nnc(CCNC(=O)c3ccccc3F)n2C)s1 (stereo not given)	-6	-17	0.3	14	0.5	2	-3	-6	-2
Cc1ccccc1Nc1nc(N)nc(COC(=O)c2ccc3c(c2)OCCO3)n1	-4	-5	/	0	/	5	11	/	/
COc1ccc(CN(C(=O)CN2C(=O)c3ccccc3S2(=O)=O)C(C(=O)NCC2CCCO2)c2ccco2)cc1 (stereo not given)	0	-13	0.6	9	1.4	2	-3	-27	0
CCOC(=O)c1ccc(N=c2scc(C)n2CC)cc1	-9	10	-1.8	-23	-0.4	-1	-16	-10	-14
O=C(O)c1ccccc1-c1nc2ccccc2c(=O)n1O	3	4	-0.3	13	0.8	6	7	-11	-1
Cc1ccccc1C(=O)Nc1cccc(-c2nnc(SCC(=O)O)n2C)c1	-3	-11	0.6	5	0.4	6	18	-12	-4
CC/C=C/C(=O)N1CC2(CC(c3cccc(NC(=O)COc4ccc(Cl)cc4)c3)=NO2)C[C@H]1C(N)=O (stereo not given in full)	-1	4	1.6	12	0.0	6	1	-16	5
CCOC(=O)C1=CCC(c2cccc(Cl)c2)N(S(=O)(=O)c2ccc(C)cc2)C1 (stereo not given)	-3	10	/	-3	/	1	2	/	/
COc1ccc(CSCCc2n[nH]c(=S)n2-c2ccccc2)cc1C	-3	-6	-0.8	1	1.9	6	-16	-13	-20
(list continues)
SMILES	M1 ag	CHRM1 antagonist	OXTR agonist	M1 PAM	V1aR counter	TAAR1 agonist	TAAR1 antag	CHO parental Ca	OXTR potentiator
CCSc1nnc(NC(=O)/C=C/c2ccco2)s1	-6	-3	-0.1	6	-0.2	0	-13	-10	-2
O=C(Nc1ccc(Cl)cc1C(=O)NCC1CCCO1)c1ccc(Cl)cc1Cl (stereo not given)	-10	3	-2.4	-2	-1.8	-1	5	-13	-6
O=C(NC(CO)C(=O)OCc1ccccc1)OCc1ccccc1 (stereo not given)	-5	-4	/	4	/	2	-14	/	/
O=C(CNS(=O)(=O)c1ccc(F)c(Cl)c1)NCCc1ccccc1	-5	1	-0.8	0	0.1	45*	-26	-17	-16

Four structures from above, arranged by molar mass, low to high:
SMILES	M1 ag	CHRM1 antagonist	OXTR agonist	M1 PAM	V1aR counter	TAAR1 agonist	TAAR1 antag	CHO parental Ca	OXTR potentiator
CCSc1nnc(NC(=O)/C=C/c2ccco2)s1	-6	-3	-0.1	6	-0.2	0	-13	-10	-2
COc1ccc(CSCCc2n[nH]c(=S)n2-c2ccccc2)cc1C	-3	-6	-0.8	1	1.9	6	-16	-13	-20
O=C(Nc1ccc(Cl)cc1C(=O)NCC1CCCO1)c1ccc(Cl)cc1Cl (stereo not given)	-10	3	-2.4	-2	-1.8	-1	5	-13	-6
CC/C=C/C(=O)N1CC2(CC(c3cccc(NC(=O)COc4ccc(Cl)cc4)c3)=NO2)C[C@H]1C(N)=O (stereo not given in full)	-1	4	1.6	12	0.0	6	1	-16	5
